KB-V1 cytotox: kills drug-selected multidrug resistant KB-V1 cells. KB-V1 MDR cells viability, CellTiter-Glo, 72 h. Potency, µM (doses to about 46.1 µM), for the others: at the highest dose activity change, negative = cytotoxicity, most hits filed as cytotoxic. 400,000 compounds, 3.4% hits; note: potency is the fitted concentration of half-maximal effect; % is set by controls: 0 for no effect and ±100 for the full control effect; nearly all actives have a fitted effect of over 60% in size
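Luminescent ATP read-out (CellTiter-Glo, 10 min) measures survival of drug-selected KB-V1 MDR cells after 72 h, 37 degrees C compound exposure. Medium: phenol-red-free DMEM, 10% FBS. Values from fitted concentration-response curves.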
KB-3-1 cytotox: kills parental KB-3-1 adenocarcinoma cells; 400,000 compounds, 1.4% hits; KB-3-1 viability, CellTiter-Glo ATP luminescence, 72 h; AID 1347075; Potency, µM (top dose mostly 46.1 µM), for inactives: at the top dose activity change, negative = cytotoxic, most hits filed as cytotoxic; note: potency is the fitted concentration of half-maximal effect; % is set by controls: 0 for no effect and ±100 for the full control effect; nearly all actives have a fitted effect of over 60% in size
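Parental KB-3-1 adenocarcinoma cells in phenol-red-free DMEM with 10% FBS were pin-treated with compounds at several concentrations, incubated 72 h at 37 °C, and viability read by CellTiter-Glo luminescence; concentration-effect curves were fitted after normalization.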
MCF10A rerep: induces DNA re-replication in MCF 10a normal breast cells; MCF 10A DNA re-replication, Hoechst nuclear intensity, 48 h; 350,000 compounds, 2.9% hits; Potency, µM (titrated, usually from 46.1 µM), without a hit: top-dose activity, positive = re-replication, actives largely listed as activators; note: potency is the fitted concentration of half-maximal effect; % of control where 0% means no effect; nearly all actives have a fitted effect of over 50% in size
SW480 rerep: inducers of DNA re-replication in SW480 colon cancer cells; SW480 DNA re-replication, Hoechst DNA content imaging, 48 h; Potency, µM (highest dose often 46.1 µM), inactives show top-dose re-replication activation, most hits filed as activators; 340,000 compounds, 1.8% hits; AID 624297; note: potency is the fitted concentration of half-maximal effect; % of control where 0% means no effect; nearly all actives have a fitted effect of over 55% in size
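Per well, 250 cells were exposed to pinned compound for 48 hr. Nuclear DNA was visualised with Hoechst (40 min, 37 C) and total object intensity recorded by fluorescence scanning.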
HEK293 tox: cytotoxicity in counter-screen for GLP-1R inverse agonists | HEK293 cAMP-luciferase reporter cells, luminescence, 24 h | Potency, µM (highest dose often 38.3 µM), inactives show at the highest dose activity change, negative = inhibition, hits mostly inhibitors | 410,000 compounds, 0.13% hits;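 note: loss of luciferase light is scored as toxicity; potency is the fitted concentration of half-maximal effect; % is set by controls: 0 for no effect and ±100 for the full control effect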
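Compound-treated cells are incubated 24 hr at 37 deg C under 5% CO2 after a 12 hour attachment period, then luciferase detection reagent is added and luminescence is measured following 12 min at room temperature; lowered signal indicates toxicity.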
IL1B secr inh: inflammasome signaling inhibition, IL-1 beta readout | 360,000 compounds, 4.7% hits | activity change, % at 57.5 µM | AID 743279 | THP-1 LPS/ATP IL-1B secretion, AlphaLISA, 16 h; hits give low values; in the data active = activity change below about -50%; inconclusive = mostly about -30% to -49%; note: % is set by controls: 0 for no effect and ±100 for the full control effect
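Secreted IL-1B measured by AlphaLISA bead assay after 16 h compound exposure of THP-1 cells; compounds (final up to 57.5 uM) added 1 h before LPS (250 ng/mL) and ATP (1.25 mM) stimulation; lower signal means less secretion.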
HT1080NT lethal: kills 2HG-producing HT-1080-NT fibrosarcoma cells; HT-1080-NT fibrosarcoma viability, CellTiter-Glo ATP luminescence, 48 h; Potency, µM (highest dose often 46.1 µM), inactives show at the top dose activity, negative = less viability, usual class: cytotoxic; 360,000 compounds, 1.6% hits;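 note: NT is the 2HG producing partner of a matched IDH1 knockdown line; potency is the fitted concentration of half-maximal effect; 0% = DMSO-treated cells and -100% = media-only wells without cells; nearly all actives have a fitted effect of over 55% in size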
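Viability by CellTiter-Glo luminescence after 48 h compound exposure at 37C of HT-1080-NT cells (750/well, RPMI, 5% FBS). % activity scaled between DMSO wells and medium-only wells, then curve-fitted and categorized by curve class.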
DRD3 agonist: agonists of human D3 dopamine receptor | 410,000 compounds, 0.58% hits | max activation, % | P35462 | D3R DiscoveRx beta-arrestin cells, luminescence, 90 min; in the data active = max activation above about 30%; note: 0% is about no effect; mostly tested at two doses, the higher about 12 µM
Target sequence (P35462 whole entry, looked up): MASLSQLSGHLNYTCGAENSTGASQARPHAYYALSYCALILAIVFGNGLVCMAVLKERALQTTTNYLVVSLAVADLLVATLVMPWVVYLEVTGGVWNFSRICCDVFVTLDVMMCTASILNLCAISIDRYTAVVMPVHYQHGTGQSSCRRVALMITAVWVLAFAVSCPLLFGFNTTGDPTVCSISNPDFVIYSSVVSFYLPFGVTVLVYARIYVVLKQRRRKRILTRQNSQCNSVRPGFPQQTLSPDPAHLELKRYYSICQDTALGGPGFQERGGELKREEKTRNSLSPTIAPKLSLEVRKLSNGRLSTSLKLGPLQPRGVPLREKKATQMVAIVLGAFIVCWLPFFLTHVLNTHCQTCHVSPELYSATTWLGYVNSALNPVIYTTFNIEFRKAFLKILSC
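Agonist-mode cell screen: cells plated at 1500/well and incubated overnight at 37 °C, then exposed to library compounds for 90 min at 37 °C. Detection reagent was added for 30–60 min at room temperature, and luminescence was read.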
HT1080 IDH1KD tx: toxicity to HT-1080 IDH1 knockdown cells (counter line); Potency, µM (doses to about 46.1 µM), for inactives: at the highest dose activity, negative = toxicity, most hits filed as cytotoxic; HT-1080 IDH1 knockdown viability, ATP luminescence, 48 h; 360,000 compounds, 2% hits;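 note: potency is the fitted concentration of half-maximal effect; 0% = DMSO wells and -100% = cell-free medium wells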
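Using the IDH1-knockdown HT-1080 line run in the same batch and compound series as the NT line, viability after 48 h at 37 °C was determined by CellTiter-Glo luminescence and expressed as % activity.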
An asterisk follows results filed as active; u = inconclusive; x = not tested or not shown; & = joins results of further samples; [ ] = remark or other dose. Unless noted, calls come from the whole dose curve; as a rule, active = well fitted curve in the direction sought with a large enough effect; inconclusive = small, poorly fitted or top-dose-only effect, or another doubt; inactive = no such curve, though single readings can be large; an effect the other way counts as inactive or inconclusive.

smiles	DRD3 agonist	MCF10A rerep	SW480 rerep	KB-3-1 cytotox	HT1080 IDH1KD tx	KB-V1 cytotox	IL1B secr inh	HT1080NT lethal	HEK293 tox
COc1ccc(NCc2nnc(SCc3ccc(Cl)cc3)n2-c2ccccc2)cc1	-5	u	u	u	-25%	u	-53*	u	-7%
Cn1ncc([N+](=O)[O-])c1C(=O)Nc1cccc(Cl)c1	-2	10%	-15%	2%	16%	15%	-2	5%	3%
Cc1ccc(C(=O)COC(=O)CN2C(=O)C3C4CCC(C4)C3C2=O)cc1C (stereo unspecified)	14	4%	2%	5%	16%	14%	7	13%	-7%
Cc1occc1-c1nnc(SCC(=O)NC2CCCCC2)o1	-4	-1%	4%	4%	3%	-2%	-8	17%	-16%
CC(C)=CCC1=C(OCC(=O)O)C(=O)c2ccccc2C1=O	-12	u	u	u	u	-23%	15	u	u
CCc1nnc(NC(=O)CSc2ncc(-c3ccccc3)[nH]2)s1	-9	-5%	1%	2%	7%	17%	39	13%	-10%
CC(C(=O)Nc1sc2c(c1C(=O)NCC1CCCO1)CCC2)N1C(=O)c2ccccc2C1=O (stereo unspecified)	-5	0%	-5%	-3%	10%	3%	-9	6%	-13%
Cc1ccccc1OCC(=O)NNC(=O)c1ccc(-n2cncn2)c([N+](=O)[O-])c1	3	-2%	3%	0%	16%	u	7	16%	-3%
O=C(CSc1nc2ccccc2s1)Nc1ccc2c(c1)oc1ccccc12	2	22%	7%	0%	-1%	u	0	6%	-4%
COc1ccc(C2SCCN2C(=O)c2ccc([N+](=O)[O-])cc2)cc1 (stereo unspecified)	-5	-7%	u	1%	-12%	-20%	-17	-6%	9%
CCn1nc(C)c(CNC(=O)Nc2ccccc2C(=O)OC)c1C	4	u	-1%	u	-5%	u	11	-12%	20%[7.66 µM]
CCOC(=O)c1ccc(NC(=O)C2=C(C)Nc3nc(SCc4ccc(Cl)cc4)nn3C2c2ccc(OC)cc2)cc1 (stereo unspecified)	-13	x	x	1%	x	8%	x	x	0%
CC(C)NC(=O)/C(C#N)=C\c1ccc(N(C)C)c(Br)c1	0	9%	0%	11%	-19%	-5%	-7	-28%	9%
COc1ccccc1NC(=O)CSC1=Nc2ccccc2N=C(c2ccc(F)cc2)C1	0	x	x	1%	x	u	x	x	-4%
Cn1nc([N+](=O)[O-])c2c(-c3nc4ccccc4s3)c(N)n(C3CCCCC3)c2c1=O	0	-182%[0.0737 µM]	2%	-7%	5%	1%	17	u	-17%
Cc1ccc(C(=O)Nc2cccc(S(=O)(=O)N(C)c3ccccc3)c2)o1	3	7%	-1%	1%	10%	16µM*	-8	2%	-16%
Cc1ccccc1N1CCN(c2ccc(NC(=O)C3CCCCC3C(=O)O)cc2)CC1 (stereo unspecified)	2	u	6%	1%	-1%	-3%	-3	-5%	2%
Cn1nc(C(F)(F)F)c(CNC(=O)C(C)(C)CCl)c1N1CCOCC1	7	-29%	u	4%	5%	-6%	2	7%	4%
CCOc1ccc(S(=O)(=O)Nc2ccc(C(=O)NCCCN3CCOCC3)cc2)cc1	-24	2%	u	2%	4%	0%	11	12%	1%
CC12CCC(C(=O)n3c1nc1ccccc13)C2(C)C (stereo unspecified)	4	-3%	2%	-6%	-22%	-21%	u	1%	22%
CCCCc1cc(=O)oc2c(C)c(OCC(=O)N3CCCC3)ccc12	0	3%	0%	x	-1%	x	u	0%	-5%
Cc1cccc(CSc2nc3c(c(=O)[nH]2)CCC3)c1	16&12	-7%	-8%	u	7%	26%&2%	18	2%	13%&27%
Cc1cc2nc(-c3ccc(F)cc3)c(CC3CCCCC3)n2c(C)c1Br	-5	x	x	-28%	-22%	1%	36	-19%	5%
COC(=O)C1=C(C)N(c2ccc(Cl)cc2)/C(=C/c2ccc(O)cc2)C1=O	-8	u	0%	15%	1%	-1%	-24	-5%	1%
CCN1C(=O)S/C(=C/c2ccc(Oc3ccc([N+](=O)[O-])cn3)c(OC)c2)C1=O	-2	5%	-2%	0%	3%	5%	13	u	1%

The final 2 compounds of the section before open the next one:
smiles	DRD3 agonist	MCF10A rerep	SW480 rerep	KB-3-1 cytotox	HT1080 IDH1KD tx	KB-V1 cytotox	IL1B secr inh	HT1080NT lethal	HEK293 tox
COC(=O)C1=C(C)N(c2ccc(Cl)cc2)/C(=C/c2ccc(O)cc2)C1=O	-8	u	0%	15%	1%	-1%	-24	-5%	1%
CCN1C(=O)S/C(=C/c2ccc(Oc3ccc([N+](=O)[O-])cn3)c(OC)c2)C1=O	-2	5%	-2%	0%	3%	5%	13	u	1%
O=C(O)c1ccc(S(=O)(=O)N(Cc2ccccc2)Cc2ccccc2)cc1	0	1%	-14%	-9%	2%	0%	-4	2%	-3%
O=C1NC(=O)C2(COC(c3cccnc3)OC2)S1 (stereo unspecified)	-3	13%	3%	0%	19%	u	8	15%	-4%
Cc1cccc(NS(=O)(=O)c2ccc(C)c(C(=O)N(C)C3CCN(C)CC3)c2)c1	4	-1%	0%	4%	1%	0%	5	5%	12%
CC(=O)N1CCOc2ccc(S(=O)(=O)NCc3ccccc3Cl)cc21	-11	-2%	-3%	-1%	-3%	5%	0	0%	-13%
COc1ccccc1CNc1nccn(-c2ccccc2)c1=O	-16	x	x	-10%	x	0%	x	x	11%
O=c1[nH]c2cccc(Cl)c2n(CCNc2ncc(C(F)(F)F)cc2Cl)c1=O	6	u	10%	u	u	u	-29	23µM*	-18%
Cc1nnc(SC(C)C(=O)N2CCc3ccccc32)s1 (stereo unspecified)	-1	2%	-7%	8%	3%	u	0	8%	-2%
CC(=O)c1c(C)[nH]c(C(=O)OCC(=O)NNC(=O)c2ccc([N+](=O)[O-])cc2)c1C	0	10%	-12%	2%	0%	u	19	10%	3%
Cc1ccccc1NC(=O)Cc1nnc(N)s1	14	6%	-5%[9.22 µM]	6%	12%	0%	1	24%	16%
Cc1cc(C(=O)COc2ncnc3sccc23)c(C)n1C	-2	-2%	-5%	1%	13%	-6%	-14	0%	4%
COc1ccc(NC(=O)Nc2ccc(F)c(Cl)c2)cc1	2	-4%	u	6%	-7%	u	-1	1%	-7%
Cc1ccc(N/N=C(\C#N)C(N)=S)c(C)c1	8	-11%	-2%	-3%	-13%	-2%	-14	-17%	-23%
Cc1sc(NC(=O)c2ccco2)c(C(c2ccccc2)N2CCC(C)CC2)c1C (stereo unspecified)	-7	u	u	u	u	u	-22	u	-12%
O=C(CSc1nnc(CCCN2C(=O)c3cccc4cccc(c34)C2=O)n1-c1ccccc1)N1CCN(CCO)CC1	-8	6%	-9%	10%	14%	-1%	u	4%	12%
CC(OC(=O)c1ccc(NC(N)=O)cc1)C(=O)Nc1ccc2c(c1)OCCO2 (stereo unspecified)	-2	-4%	5%	3%	-1%	15%	-6	1%	-6%
Cc1ccc2nnn(Cc3cccc(C(C)(C)C)c3O)c2c1	-1	10%	1%	-28%	u	u	16	u	-4%
CCC(=O)Nc1cccc(NC(=O)CN2CCN(c3ccccc3OC)CC2)c1	-7	-9%	-3%	1%	-5%	-2%	-2	-4%	-7%
CCCN(C(=O)CCc1ccc(OC)cc1)c1c(N)n(Cc2ccccc2)c(=O)[nH]c1=O	3	-6%	-3%	0%	1%	4%	-3	4%	6%
CN1CCN(C(=O)/C=C/c2ccc(Cl)cc2)CC1	-8	2%	-7%	15%	u	0%	-24	6%	25%
COc1ccc(NC(=O)COC(=O)/C=C/c2ccccc2[N+](=O)[O-])cc1OC	2	3%	-4%	5%	11%	1%	-15	0%	-8%
CCOC(=O)C1CCCN(CC(=O)N(C)c2c(N)n(Cc3ccccc3)c(=O)[nH]c2=O)C1 (stereo unspecified)	-3	6%	-24%	-4%	1%	0%	-14	-2%	7%
CC1CC(C)CN(C(=O)COC(=O)Cc2ccc(Cl)cc2)C1 (stereo unspecified)	10	-12%	-3%	10%	15%	33%	7	16%	-1%
CCN1CCN(c2ccc(S(=O)(=O)N3CCCCC3)cc2NC(=O)c2ccc(OC(F)F)cc2)CC1	-6	6%	-4%	5%	-10%	6%	-76*	-9%	u
Cc1nc2ccccc2c(=O)n1/N=C/c1cn(-c2ccccc2)nc1-c1cccs1	0	u	0%[9.22 µM]	u	-19%	0%	1	-22%	u
C/C(=C\c1cccc(Cl)c1)C(=O)c1c(C)cc(C)[nH]c1=O	4	-1%	1%	0%	-11%	0%	0	3%	-4%
Cc1cc(Br)ccc1OCC(=O)NNC(=O)CCc1ccccc1	-6	5%	-17%	-4%	u	3%	19	u	-11%
FC(F)(F)c1cccc(Cc2noc(CN3CCCCC3c3ccccn3)n2)c1 (stereo unspecified)	7	17%	-8%	1%	0%	u	-18	-11%	-13%
COC(=O)c1ccc(/C=N/NC(=O)C2CC(=O)N(c3ccc(OC)cc3)C2)cc1 (stereo unspecified)	-8	1%	-4%	0%	-1%	-3%	12	-4%	6%

Assay outcomes deposited in PubChem BioAssay by National Center for Advancing Translational Sciences (NCATS).

Rows are unselected. Share with any hit: about 11%.
